ARNT-TACC3 inh – disruptors of human ARNT/TACC3 interaction; AID 623870; 390,000 compounds, 0.66% hits; AlphaScreen His-ARNT PAS-B/GST-TACC3 binding, luminescence; TACC3 fragment carries E629A point mutation; inhibition, % at 9.99 µM;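 active means mean inhibition of replicates at least 50% and at least half of replicates each reaching 50%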;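 further: 0% = complete ARNT plus TACC3 wells and 100% = ARNT alone without TACC3; many hits fall short of the cut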
esBAF inh – blocks esBAF chromatin remodeling in mouse ES cells. reporter increase, % at 12.5 µM. Bmi1-luciferase knock-in reporter, 24 h; 100% = twice the neutral-well signal. 350,000 compounds, 2% hits; in the data active means activation above about 40%;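 further: 0% = median of the plate's neutral control wells and 100% = double that signal; a rise in the Bmi1 reporter signal indicates esBAF inhibition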
ERp5 inh – inhibitors of human ERp5; Q15084; ERp5 insulin aggregation, absorbance 650 nm, 90 min; inhibition, % at 9.99 µM; 350,000 compounds, 0.05% hits;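 active means mean replicate inhibition above about 25%, with every replicate also reaching it, limit read from the data, passing the limit was not always enough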
Target sequence (Q15084 whole entry, looked up): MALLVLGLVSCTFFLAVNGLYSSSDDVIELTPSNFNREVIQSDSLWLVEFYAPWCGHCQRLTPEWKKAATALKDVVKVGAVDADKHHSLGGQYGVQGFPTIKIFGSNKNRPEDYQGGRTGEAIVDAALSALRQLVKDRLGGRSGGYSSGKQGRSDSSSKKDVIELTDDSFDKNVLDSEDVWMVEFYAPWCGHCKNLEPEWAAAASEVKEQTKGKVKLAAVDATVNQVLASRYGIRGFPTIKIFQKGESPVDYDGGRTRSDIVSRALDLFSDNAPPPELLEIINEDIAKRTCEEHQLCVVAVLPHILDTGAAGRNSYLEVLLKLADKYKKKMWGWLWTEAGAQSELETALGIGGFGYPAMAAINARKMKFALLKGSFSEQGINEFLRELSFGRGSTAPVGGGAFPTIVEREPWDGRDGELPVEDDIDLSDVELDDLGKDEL
miR-122 sensor – miR-122 inhibition in Huh7 cells. 340,000 compounds, 0.3% hits. activation (reporter increase), % at 12.5 µM. Huh7 miR-122 Renilla luciferase sensor, 48 h; neutral wells = 0, positive control = 100. AID 602342;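 active means mean replicate activation score at least 90 and every replicate individually at or above 90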;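 further: higher luciferase means less miR-122 activity so hits act as miR-122 inhibitors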
Cneo AK release – Cryptococcus neoformans lysis via adenylate kinase release | C. neoformans lysis, adenylate kinase release luminescence, 4 h; normalised: neutral wells 0, clomiphene wells 100 | 360,000 compounds, 0.2% hits | lysis activity, % at 15 µM;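 active means mean lysis activity across replicates of at least 80%, whatever share of replicates individually reach that level; inactive means mean lysis activity below 80%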
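Test system: log-phase Cryptococcus neoformans yeast cells; Quantity: yeast cell density of 5 × 10^6 cells/mL; Buffer or medium: YPD; Doses: single compound concentration per well; Timing: 4 h at 37 °C static, read 1 h later; Measured by: AK luminescence; Read-out basis: lysis from increased AK signal; Control set: Clomiphene as positive control.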
SIRT5 inh – sirtuin-5 (human) deacylase inhibition; Q9NXA8; Purified SirT5, succinyl-peptide AMC, trypsin-coupled fluorescence; inhibition, % at 15 µM; 330,000 compounds, 1.1% hits; AID 652115; in the data active means inhibition above about 15%
Target sequence (Q9NXA8 whole entry, looked up): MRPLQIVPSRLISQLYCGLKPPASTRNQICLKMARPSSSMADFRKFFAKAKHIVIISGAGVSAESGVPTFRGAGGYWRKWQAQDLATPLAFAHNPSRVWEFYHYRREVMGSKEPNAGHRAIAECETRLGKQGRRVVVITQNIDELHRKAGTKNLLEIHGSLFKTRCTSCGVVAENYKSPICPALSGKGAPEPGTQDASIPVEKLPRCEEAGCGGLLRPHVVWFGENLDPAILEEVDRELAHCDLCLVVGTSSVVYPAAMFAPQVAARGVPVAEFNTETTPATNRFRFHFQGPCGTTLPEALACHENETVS
Statin myotox sup – protects C2C12 myotubes from simvastatin toxicity. rescue of ATP level, % at 7.49 µM. 330,000 compounds, 0.78% hits. AID 602340. ATP luminescence, 48 h; scaled: DMSO 0, geranylgeraniol control 100;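 active means mean ATP rescue above about 67%, or every replicate alone reaching that limit, limit read from the data, passing the limit was not always enough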;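 further: myotubes were challenged with 10 µM simvastatin during compound exposure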
Active calls of the source: *; nt = no result given; & = joins results of further samples; [ ] = dose if it differs, or a comment. An unsorted share of the library (roughly 4% active in at least one column).

SMILES	ARNT-TACC3 inh	esBAF inh	ERp5 inh	miR-122 sensor	Cneo AK release	SIRT5 inh	Statin myotox sup
Cc1ccc(C2(c3ccc(C)cc3)CC2C(=O)Nc2ccc([N+](=O)[O-])cc2O)cc1 (stereo unspecified)	12	-32	nt	nt	-1	nt	-298
CCOc1ccc(C(=O)N2CCSC2=S)cc1	39	0	nt	1	1	nt	8
COCC#Cc1cnc2c(c1)C(=O)N([C@H](C)CO)C[C@@H](C)[C@@H](CN(C)C(=O)Nc1c(C)noc1C)O2	-5	-1	-3	1[16.7 µM]	-1	-1	-9
COC(=O)c1c(C(=O)OC)c2n(c1C)CCC2	1	0	10	5	nt	3	-12
Cc1ccc(/C=C2\SC(=S)N(c3c(C)n(C)n(-c4ccccc4)c3=O)C2=O)cc1	7	-7	-2	-7	22	0	2
O=C(NCCN1CCOCC1)c1ccc2c(c1)ncn2C1CCCC1	-4	-6	-4	4	1	0	11
COc1ccccc1CN1C[C@@H](C)[C@H](OC)CN(C)C(=O)c2ccc(NC(C)=O)cc2OC[C@H]1C	-9	-2	-3	9[16.7 µM]	-1	3	-3
Cn1cc(S(=O)(=O)NCc2cccs2)c(=O)n(C)c1=O	0	-3	-1	0	-1	-1	3
CCCOc1ccc2c3c(c(=O)oc2c1)CCCC3	-2	48*	nt	4	1	nt	-22
O=C(C[C@H]1CC[C@@H]2[C@H](COC[C@H](O)CN2Cc2cccc(C(F)(F)F)c2)O1)NCCc1ccccc1	-18	7	-24&0	-5[16.7 µM]	-1	-3&-5	9
CC(=O)c1c(C)oc2ccc(NS(=O)(=O)c3ccc(O)c(C(=O)O)c3)cc12	-28	3	nt	nt	-3	nt	12
CCOc1ccc(CCNC(=O)COC(=O)c2cccc(S(=O)(=O)N3CCOCC3)c2)cc1OCC	1	0	3	-6	2	-3	-8
COc1ccc(CCCC(=O)N/N=C\c2cccs2)cc1	5	nt	-5	nt	nt	1	nt
CC1CCN(C(=O)CCNS(=O)(=O)c2ccc(Cl)cc2)CC1	-4	1	0	nt	4	-3	2
Cc1cccn2c(=O)c3cc(C(=O)NCCN4CCOCC4)c(=N)n(CCN4CCOCC4)c3nc12	-7	-7	3	-6	0	-8	33
CN(C)c1ccc(-c2ccc3oc(-c4ccsc4)cc(=O)c3c2)cn1	11	69*	-4	1	-1	nt	-12
Cc1cc(OC(C)C(=O)Nc2ccccc2C(=O)N2CCCC2)ccc1Cl (stereo unspecified)	-2	0	-6	-1	0	0	18
COc1ccc(CNC(=O)CCc2nnc3ccc(NCCCN4CCCC4=O)nn23)cc1	-3	-5	8	5	3	0	-3
COC(=O)c1c(NC(=O)CN2C(=O)C(=O)N(CC(C)C)C2=O)sc2c1CCCCC2	7	nt	nt	0	-3	nt	nt
COc1ccc(-n2c(=S)[nH]c3cc(C(=O)NCc4ccco4)ccc3c2=O)cc1OC	-3&-7	2	9	-4	3	-6	-5
COc1ccc(C2/C=C\CN(S(=O)(=O)c3cccs3)CC(=O)N2Cc2ccc(F)cc2)cc1 (stereo unspecified)	-2	-5	2	19	0	nt	0
Oc1c(Br)cc(Br)cc1C=Nc1cccc2ncccc12	25	5	-1	2	0	0	-1
COc1ccc(Cl)cc1-c1cc(C(=O)NCc2cccs2)[nH]n1	nt	-9	2	-1	0	nt	16
COc1ccc(CN2[C@@H](CC(=O)O)c3cc(F)ccc3S2(=O)=O)cc1	-2	-2	-3	1	4	1	19
CC12CCC(O)CC1=CCC1C2CCC2(C)C3=NN=CC3CC12 (stereo unspecified)	8	10	-12	nt	2	2	-14

(listing goes on)
SMILES	ARNT-TACC3 inh	esBAF inh	ERp5 inh	miR-122 sensor	Cneo AK release	SIRT5 inh	Statin myotox sup
CC(C)CCSc1cc(NCCO)c([N+](=O)[O-])c2nonc12	3	8	-2	-4	0	4	-5
Cc1noc(C)c1NC(=O)Nc1ccc2c(c1)C(=O)N([C@@H](C)CO)C[C@@H](C)[C@@H](CN(C)S(=O)(=O)c1ccc(F)cc1)OCCCC[C@H](C)O2	-1	-2	0	4[16.7 µM]	5	-5	nt
S=C(NNc1cccc(Cl)c1)NC1CCCCC1	2	nt	0	nt	nt	-2	nt
COc1ccc(CCNC(=O)Cn2c([N+](=O)[O-])cnc2C)cc1OC	-1	2	0	-1	-4	1	2
CCOC(=O)c1c(NC(=O)Cn2cnc([N+](=O)[O-])n2)sc2c1CCC(C)C2 (stereo unspecified)	-3	-9	nt	5	-4	nt	2
Cc1noc(C)c1NC(=O)N(C)C[C@H]1Oc2ccc(NC(=O)Cc3cn(C)c4ccccc34)cc2C(=O)N([C@@H](C)CO)C[C@@H]1C	-14	-7	-1	0[16.7 µM]	-3	9	-34
CN1C(=O)c2cc(NS(=O)(=O)c3ccccc3F)ccc2OC[C@H]2O[C@H](CC(=O)NC3Cc4ccccc4C3)CC[C@@H]21	-3	8	0	nt	2	-1	-4
Cc1ccc(S(=O)(=O)Nc2ccc3c(c2)CC(=O)N([C@H](C)CO)C[C@@H](C)[C@H](CN(C)C(=O)Nc2ccc(F)cc2)O3)cc1	9	1	-1	5[16.7 µM]	-1	-3	-37
CC1CCCN(C(=O)Cn2c(-c3nonc3N)nc3ccccc32)C1 (stereo unspecified)	4	-6	nt	1	1	nt	1
CC(C)(C)OC(=O)N1CCC(c2cc(=O)n3[nH]cc(C(=O)NC4CCCC4)c3n2)CC1	nt	7	-5	-13	-2	4	-11
Cc1noc(C)c1S(=O)(=O)Nc1ccc2c(c1)C(=O)N([C@@H](C)CO)C[C@H](C)[C@H](CN(C)S(=O)(=O)c1cn(C)cn1)O2	nt	1	-2	-4[16.7 µM]	-4	-5	-6
COC(=O)c1c(S(N)(=O)=O)c2ccccc2n1C	-3	-13	nt	3	6	nt	3
CCOc1ccc(NC(=O)CSc2cn[nH]n2)cc1	-2	-6	2	nt	1	-2	-6
Cc1cc2oc(=O)cc(-c3ccccc3)c2c(C)c1-c1ccc(O)cc1	-1	0	1	-8	-4	3	-17
COc1cccc(C(=O)Nc2nnc(SCC(=O)NC3CCCC3)s2)c1	-3	15	3	-1	-1	-2	-14
COc1ccc(N2CCN(C(=O)CNC(=O)c3nn(-c4ccc(OC)cc4)c(=O)c4ccccc34)CC2)cc1	1	-3	1	nt	-5	0	5
CC(=O)Oc1ccc2occ(/C=N/c3cc(=O)[nH]c(=S)[nH]3)c(=O)c2c1	-3	-3	2	-4	-1	-1	2
C[C@]1(C2CCCC2)Cc2cc(OCC(=O)O)c(Cl)c(Cl)c2C1=O	-1	3	-4	-2	-1	1	-7
Cc1cc(C)cc(OCC(=O)Nc2ccccc2C(=O)NCc2ccco2)c1	-24	10	nt	-2	-2	nt	-36
C[C@@H]1CN([C@H](C)CO)C(=O)c2cccc(NS(=O)(=O)c3cn(C)cn3)c2O[C@H]1CN(C)C(=O)Nc1cccc2ccccc12	-3	3	1	-3[16.7 µM]	0	2	-42
CCC(=O)N(C)C[C@@H]1Oc2cc(-c3ccccc3F)ccc2S(=O)(=O)N([C@@H](C)CO)C[C@@H]1C	-1	3	-2	10[16.7 µM]	-3	-1	11
CC(C)N(C(=O)Nc1ccc2nccnc2c1)C(C)C	30	-7	nt	3	-6	nt	14
O=C(N/N=C/c1ccc(O)cc1O)c1ccc(NC(=O)C2CCCCC2)cc1	12	nt	-3	-4	1	2	nt
CC(C)NC(=O)c1cc(-c2ccc(Br)cc2)on1	-1	32	nt	-5	-3	nt	-16
COc1ccc(/C=N/Nc2cc(N(C)C)nc(N(C)C)n2)cc1	15	nt	4	nt	nt	2	nt

Three of the entries above in order of their number in esBAF inh, descending.
mol | esBAF inh
Cc1ccc(S(=O)(=O)Nc2ccc3c(c2)CC(=O)N([C@H](C)CO)C[C@@H](C)[C@H](CN(C)C(=O)Nc2ccc(F)cc2)O3)cc1 | 1
CC(=O)Oc1ccc2occ(/C=N/c3cc(=O)[nH]c(=S)[nH]3)c(=O)c2c1 | -3
CC1CCCN(C(=O)Cn2c(-c3nonc3N)nc3ccccc32)C1 (stereo unspecified) | -6

Further structures follow:
SMILES	ARNT-TACC3 inh	esBAF inh	ERp5 inh	miR-122 sensor	Cneo AK release	SIRT5 inh	Statin myotox sup
CCCn1c(=S)[nH]c2cc(C(=O)N3CCCC(C(=O)OCC)C3)ccc2c1=O (stereo unspecified)	-9	1	nt	33	-2	nt	-21
Cc1ccc(C)c(CN2C(=O)c3ccccc3S(=O)(=O)c3ccc(C(=O)N4CCN(C)CC4)cc32)c1	3	0	-1	11	-1	2	4
O=C(C[C@@H]1C[C@H]2c3cc(NC(=O)C4CCC4)ccc3O[C@H]2[C@@H](CO)O1)NCCN1CCCCC1	-4	1	-2	1[16.7 µM]	-1	4	0
O=C(Cn1cnc2c(oc3ccccc32)c1=O)NCc1ccco1	0	22	nt	3	0	nt	-3
CC(C)NC(=O)N[C@@H]1C=C[C@H](CC(=O)NC2Cc3ccccc3C2)O[C@@H]1CO	2	-12	-1	nt	51	-6	4
CCN(CC)S(=O)(=O)c1ccc2c(c1)nc(SCC(=O)N(C)C1CCS(=O)(=O)C1)n2CC (stereo unspecified)	1	nt	-5	nt	nt	-2	nt
COc1ccc(C(=O)N2CCNC(=O)C2CC(=O)Nc2ccc(C)cc2)cc1 (stereo unspecified)	1	nt	1	nt	nt	-3	nt
O=C(NC1CCCc2ccccc21)c1ccc(Br)cc1 (stereo unspecified)	-3	nt	-2	13	nt	-4	nt
O=C(Cn1c(=O)oc2ccccc21)NC(=O)NCc1ccccc1	0	-4	nt	nt	7	nt	-16
COc1cccc2c(Cl)c(CCCl)c(C)nc12	1	3	6	2	0	-5	3

Molecules listed so far with an aryl methoxy group (13):
SMILES	ARNT-TACC3 inh	esBAF inh	ERp5 inh	miR-122 sensor	Cneo AK release	SIRT5 inh	Statin myotox sup
COc1ccccc1CN1C[C@@H](C)[C@H](OC)CN(C)C(=O)c2ccc(NC(C)=O)cc2OC[C@H]1C	-9	-2	-3	9[16.7 µM]	-1	3	-3
COc1ccc(CCCC(=O)N/N=C\c2cccs2)cc1	5	nt	-5	nt	nt	1	nt
COc1ccc(CNC(=O)CCc2nnc3ccc(NCCCN4CCCC4=O)nn23)cc1	-3	-5	8	5	3	0	-3
COc1ccc(-n2c(=S)[nH]c3cc(C(=O)NCc4ccco4)ccc3c2=O)cc1OC	-3&-7	2	9	-4	3	-6	-5
COc1ccc(C2/C=C\CN(S(=O)(=O)c3cccs3)CC(=O)N2Cc2ccc(F)cc2)cc1 (stereo unspecified)	-2	-5	2	19	0	nt	0
COc1ccc(Cl)cc1-c1cc(C(=O)NCc2cccs2)[nH]n1	nt	-9	2	-1	0	nt	16
COc1ccc(CN2[C@@H](CC(=O)O)c3cc(F)ccc3S2(=O)=O)cc1	-2	-2	-3	1	4	1	19
COc1ccc(CCNC(=O)Cn2c([N+](=O)[O-])cnc2C)cc1OC	-1	2	0	-1	-4	1	2
COc1cccc(C(=O)Nc2nnc(SCC(=O)NC3CCCC3)s2)c1	-3	15	3	-1	-1	-2	-14
COc1ccc(N2CCN(C(=O)CNC(=O)c3nn(-c4ccc(OC)cc4)c(=O)c4ccccc34)CC2)cc1	1	-3	1	nt	-5	0	5
COc1ccc(/C=N/Nc2cc(N(C)C)nc(N(C)C)n2)cc1	15	nt	4	nt	nt	2	nt
COc1ccc(C(=O)N2CCNC(=O)C2CC(=O)Nc2ccc(C)cc2)cc1 (stereo unspecified)	1	nt	1	nt	nt	-3	nt
COc1cccc2c(Cl)c(CCCl)c(C)nc12	1	3	6	2	0	-5	3
